From PubChem
Fh CTSL1 inh = blocks F. hepatica cathepsin L1 in PFM18AAP counter-screen. recombinant F. hepatica cathepsin L1, Z-Leu-Arg-MCA fluorescence. AID 1906. inhibition, % at 5.96 µM. hit rate 0.49% among 300,000;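 active means inhibition above the mean of all tested compounds plus 3 SD, set per screening campaign, cut at about 17% in these data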;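 further: 0% = plate median of test compound wells and 100% = 1 µM Z-Phe-Ala-diazomethylketone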
HCV core dimer = blocks dimerization of HCV core protein. TR-FRET GST/Flag-core106 dimerization, 1536-well. inhibition, % at 5 µM. hit rate 0.33% among 300,000. AID 1899;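 active means inhibition above the mean of all tested compounds plus 3 SD, set per screening campaign, cut at about 45% in these data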
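Test system: GST/Flag-tagged HCV core106 proteins; Medium: KF-containing HEPES buffer, pH 7.45, DTT, CHAPS, BSA; Times: compound-protein-antibody incubation 4 h at 22.5 °C; Detection: TR-FRET 671 and 617 nm emission; Benchmarks: wells lacking GST-core106 and wells with excess unlabelled core106.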
AHR activator = activators of human aryl hydrocarbon receptor. activation, % at 5 µM. AID 2796. AHR-responsive luciferase reporter cells, luminescence. P35869. hit rate 2.5% among 320,000; in the data active means activation above about 47%;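 further: 0% = vehicle wells and 100% = reference agonist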
Target sequence (P35869 whole entry, looked up): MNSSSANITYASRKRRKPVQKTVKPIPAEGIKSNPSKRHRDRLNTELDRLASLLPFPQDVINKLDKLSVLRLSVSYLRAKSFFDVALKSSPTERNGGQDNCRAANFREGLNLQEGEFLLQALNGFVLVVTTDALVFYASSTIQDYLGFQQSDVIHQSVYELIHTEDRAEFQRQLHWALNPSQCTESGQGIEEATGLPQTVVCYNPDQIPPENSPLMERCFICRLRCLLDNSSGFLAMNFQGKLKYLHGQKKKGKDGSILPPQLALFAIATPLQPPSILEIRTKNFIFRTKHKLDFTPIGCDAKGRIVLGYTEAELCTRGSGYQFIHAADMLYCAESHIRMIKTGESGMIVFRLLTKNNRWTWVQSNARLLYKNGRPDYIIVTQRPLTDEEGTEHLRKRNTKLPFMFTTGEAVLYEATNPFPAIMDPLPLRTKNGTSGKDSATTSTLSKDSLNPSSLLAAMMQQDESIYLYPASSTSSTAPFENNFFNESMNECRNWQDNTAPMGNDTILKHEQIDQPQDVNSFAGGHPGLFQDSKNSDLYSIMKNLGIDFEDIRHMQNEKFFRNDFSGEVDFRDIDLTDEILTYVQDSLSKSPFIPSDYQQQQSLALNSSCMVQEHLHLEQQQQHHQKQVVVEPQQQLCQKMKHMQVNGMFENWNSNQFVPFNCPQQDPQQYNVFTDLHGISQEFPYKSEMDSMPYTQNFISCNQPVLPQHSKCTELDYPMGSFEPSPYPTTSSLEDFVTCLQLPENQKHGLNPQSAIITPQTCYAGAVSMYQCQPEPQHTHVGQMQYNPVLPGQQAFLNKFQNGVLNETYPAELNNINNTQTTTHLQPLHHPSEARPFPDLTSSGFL
PP5 primary = blocks human protein phosphatase 5 activity | purified PP5c, OMFP substrate fluorescence | inhibition, % at 6.7 µM | hit rate 0.18% among 320,000 | P53041;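 active means inhibition above the campaign's mean inhibition across all tested compounds plus 3 SD, cut at about 9.5% in these data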;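 further: 0% = DMSO only and 100% = 100 µM cantharidin control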
PAFAH2 inh = PAFAH2 (human) inhibition; inhibition, % at 3.39 µM; AID 492956; recombinant PAFAH2, FP-rhodamine activity probe, fluorescence polarization; hit rate 0.99% among 340,000; Q99487;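 active means inhibition above the mean over all tested compounds plus 3 SD, cut at about 30% in these data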;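 further: inhibitors block probe labeling of enzyme so polarization drops; 0% = enzyme with DMSO and 100% = wells lacking PAFAH2 protein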
procasp3 activ = procaspase-3 (human) activation; P42574; recombinant procaspase-3 D3A, Ac-DEVD-pNA absorbance 405 nm; activation, % at 8.5 µM; hit rate 0.11% among 330,000;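 active means activation above the mean of all tested compounds plus 3 SD, cut at about 21% in these data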;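 further: 0% = DMSO alone and 100% = DMSO wells spiked with extra 5 µM PC-3 D3A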
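Assay system: Procaspase-3 D3A mutant, all three cleavage aspartates alanine. Buffer or medium: Zinc-free HEPES saline buffer with Triton X-100. Times: 1 h compound preincubation, 2 h substrate hydrolysis at 25 °C. Measured by: 405 nm absorbance of p-nitroaniline, reads at 0 and 120 min. Read-out basis: percent activation relative to control range. Replicates: singlicate.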
TPT1 inhibitor = blocks Candida albicans tRNA 2'-phosphotransferase | recombinant caTPT1, FP RNA substrate dephosphorylation | inhibition, % at 5 µM | hit rate 0.81% among 300,000 | AID 1962;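 active means inhibition above the mean of all tested compounds plus 3 SD, set per screening campaign, cut at about 24% in these data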;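 further: plate controls were DMSO alone for no effect and ferristatin control at 100 nM for full effect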
PP1 counter = blocks human PP1-alpha phosphatase, a PP5 counter-screen; purified PP1alpha, OMFP fluorescence; inhibition, % at 6.7 µM; P62136; hit rate 0.9% among 320,000; AID 2235;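 active means inhibition above the mean inhibition of all tested compounds plus 3 SD, computed separately for each screening campaign, cut at about 15% in these data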
proCasp7 act = activates human procaspase-7, counter-screen for procaspase-3 activators; P55210; recombinant procaspase-7, Ac-DEVD-pNA absorbance 405 nm; D23A/D198A/D206A triple mutant, cannot self-cleave; scale: DMSO 0, 5 µM enzyme 100; activation, % at 8.5 µM; hit rate 0.093% among 330,000;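 active means percent activation above the screen-wide mean plus 3 SD, cut at about 25% in these data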
Target sequence (P55210 whole entry D23A/D198A/D206A): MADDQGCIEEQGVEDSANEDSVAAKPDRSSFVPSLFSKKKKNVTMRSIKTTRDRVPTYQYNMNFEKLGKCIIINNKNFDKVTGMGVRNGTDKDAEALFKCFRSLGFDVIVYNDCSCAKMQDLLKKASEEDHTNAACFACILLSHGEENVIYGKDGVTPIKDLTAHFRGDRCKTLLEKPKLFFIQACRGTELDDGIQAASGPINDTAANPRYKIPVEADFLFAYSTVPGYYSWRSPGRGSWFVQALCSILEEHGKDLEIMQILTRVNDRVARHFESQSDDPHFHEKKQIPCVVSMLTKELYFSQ
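Assay system: Uncleavable procaspase-7 mutant enzyme | Input: 2 µM procaspase-7 mutant as dispensed | Timing: 1 h compound preincubation, 2 h substrate cleavage, 25 °C | Repeats: One well per compound | Control set: DMSO wells as 0%, DMSO with 5 µM added PC-7 as 100% | Technique: Epi-absorbance of released pNA at 405 nm, two timepoints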
Numbers without * were called inactive; x = no result given.

Every second line gives: Fh CTSL1 inh	procasp3 activ	TPT1 inhibitor	proCasp7 act	PP5 primary	HCV core dimer	AHR activator	PP1 counter	PAFAH2 inh
CCCCn1nnnc1SCC(=O)NCc1ccco1
  -19	2	-2	2	2.5	-2	-1	-4	5
CC(=O)c1ccc(NC(=O)c2ccn[nH]2)cc1
  -2	-9	-1	2	2.2	-6	5	0	-6
COC(=O)CCCC1=CC2=C(c3ccccc3)C(=O)C(C)(OC(=O)C3CCCC3)C(=O)C2=CN1CCN1CCOCC1 (stereo not drawn)
  2	-12	-28	-11	-0.5	8	-2	-3	3
CSc1ncccc1C(=O)OCC(=O)N(CC(C)C)c1c(N)n(Cc2ccccc2)c(=O)[nH]c1=O
  0	-1	0	5	-1.4	-4	-3	-2	4
FC(F)(F)c1nnc2ccc(Sc3ccccn3)nn12
  2	14	-1	7	0.5	-4	-1	2	0
O=C(COC(=O)[C@@H]1CCCN1C(=O)c1cccs1)NCCc1ccccc1
  -7	-3	-3	6	1.5	9	3	-2	-1
O=Cc1cccc(OC(=O)Nc2ccccc2)c1
  -1	2	1	2	6.3	-2	-1	-5	x
COC(=O)CC(c1ccc(F)cc1)n1c(C)ccc1C (stereo not drawn)
  4	0	-1	-5	1.3	0	2	-3	2
O=C(CSc1nc2ccccc2n1-c1ccccc1)Nc1ncc(Cl)cc1Cl
  0	-9	1	-10	4.7	10	1	7	-9
COc1ccc(CNC(=O)CN2C(=O)NC(C)(c3ccc(Cl)cc3)C2=O)cc1 (stereo not drawn)
  1	7	-4	0	-0.4	9	2	1	6
O=C(NCc1ccc2c(c1)OCO2)Nc1ccc(F)cc1
  -2	6	-3	1	1.3	-7	14	-1	1
COc1ccc([C@H]2CC(=O)C=C(c3ccnc4ccc(Cl)cc34)C2)cc1
  x	-3	x	0	1.9	x	-2	3	-7
C[C@@H]1NS(=O)(=O)[C@H]2C[C@@H]3C=C[C@]2(O3)[C@H]1OC(=O)c1ccccc1Br
  x	3	x	7	1.7	x	1	-2	1
CC(=O)Nn1c(C)nnc1-n1nc(C)cc1C
  -4	-8	-1	-1	3.3	-1	4	-1	-8
N#Cc1ccc(NCC(=O)N2CCN(S(=O)(=O)c3ccccc3)CC2)cc1
  x	6	x	3	0.1	x	0	-1	1

Reprinted from the part before: 4 compounds; new compounds follow.
Every second line gives: Fh CTSL1 inh	procasp3 activ	TPT1 inhibitor	proCasp7 act	PP5 primary	HCV core dimer	AHR activator	PP1 counter	PAFAH2 inh
COc1ccc([C@H]2CC(=O)C=C(c3ccnc4ccc(Cl)cc34)C2)cc1
  x	-3	x	0	1.9	x	-2	3	-7
C[C@@H]1NS(=O)(=O)[C@H]2C[C@@H]3C=C[C@]2(O3)[C@H]1OC(=O)c1ccccc1Br
  x	3	x	7	1.7	x	1	-2	1
CC(=O)Nn1c(C)nnc1-n1nc(C)cc1C
  -4	-8	-1	-1	3.3	-1	4	-1	-8
N#Cc1ccc(NCC(=O)N2CCN(S(=O)(=O)c3ccccc3)CC2)cc1
  x	6	x	3	0.1	x	0	-1	1
O=C(/C=C/c1ccco1)Oc1ccc(C(=S)N2CCOCC2)cc1
  -18	-7	2	-14	0.7	-1	-1	-1	7
CC(=O)Oc1ccc(/C=C(\NC(=O)c2ccco2)C(=O)NCc2ccco2)cc1
  3	4	-1	-14	1.5	3	2	0	9
CSc1nc(Cc2ccccc2)cc(=O)[nH]1
  0	8	-5	2	-1.9	2	1	-1	8
CCc1cccc(C)c1NC(=S)N(Cc1cccnc1)Cc1ccco1
  2	2	0	3	0.3	8	-1	-4	-4
CC(=O)OC1CC(C)N(C(=O)c2ccccc2)c2ccc(C)cc21 (stereo not drawn)
  1	1	-2	9	-0.9	5	-1	1	-6
COc1cc2nc(CN3CCN(S(=O)(=O)c4ccc(Cl)cc4)CC3)[nH]c(=O)c2cc1OC
  1	4	1	11	1.6	0	2	1	6
COc1cc(S(=O)(=O)N2CCCCCC2)ccc1Cl
  0	6	0	10	2.9	-7	1	-3	-4
Cc1ccccc1N(CC(=O)N1CCN(c2ccccc2)CC1)S(C)(=O)=O
  -3	9	-5	-3	-0.7	3	3	-1	3
O=[n+]1cc(-c2ccc(F)cc2)n([O-])c2c1CCC2
  1	2	-4	10	-1.0	-2	-2	0	-3
CCOC(=O)N1CCN(C(=O)/C(=C/c2ccc(F)cc2)NC(=O)c2ccccc2)CC1
  2	1	-3	-3	2.7	-10	0	2	-8
CCOc1ccccc1N(C(C)=O)S(=O)(=O)c1ccc(Cl)cc1
  2	8	-4	9	0.7	-4	5	2	7
CCCCNC(=O)N1CCN(c2ccccc2OC)CC1
  3	1	0	5	1.9	1	-2	1	3
CC(C(=O)Nc1ccc(S(=O)(=O)N2CCOCC2)cc1)N1CCN(c2ccccn2)CC1 (stereo not drawn)
  -3	-2	0	-7	0.8	0	2	1	-4
O=C(NCCCc1ccc(F)cc1)C1CCC(=O)N(CCCN2CCCC2=O)C1 (stereo not drawn)
  -1	6	4	2	-4.6	-13	5	-1	4
CC(C)CC(=O)Nc1ccc(F)c(Cl)c1
  -3	20	-2	2	9.4	-4	-3	1	8

More records follow.
Every second line gives: Fh CTSL1 inh	procasp3 activ	TPT1 inhibitor	proCasp7 act	PP5 primary	HCV core dimer	AHR activator	PP1 counter	PAFAH2 inh
CCN(c1cccc(C)c1)S(=O)(=O)c1cc(CN2C(=O)c3cccnc3C2=O)ccc1OC
  -4	6	1	-1	3.1	2	2	2	1
COc1ccccc1NC(=O)CSc1nnc(-c2ccoc2C)n1CC1CCCO1 (stereo not drawn)
  2	4	4	4	1.4	-4	1	3	1
COc1ccc(C(=O)NCCc2ccccc2)cc1OC
  -2	-1	-1	-2	4.5	12	9	-4	0
Cc1cccc(-c2nnc3n2N=C(c2ccccc2)CS3)c1
  2	11	-4	-1	-0.7	2	4	0	1
CCc1nnc(NC(=O)CSc2nnc(Cc3cc(=O)[nH]c(=O)[nH]3)n2-c2cccc(OC)c2)s1
  -2	-1	-3	1	3.4	-10	-7	-5	-4
CC(C)Oc1ccc(S(=O)(=O)N2CCCCC2)cc1NC(=O)CN1C(=O)NC(C)(C2CC2)C1=O (stereo not drawn)
  x	2	x	9	3.9	x	-1	-5	9
CNC(=O)c1cc2c(-c3ccccc3)nn(C)c2s1
  9	2	-3	3	-5.2	-8	99*	1	-3
CC(C)c1nnc(NC(=O)c2ccc(N3C(=O)CCC3=O)cc2)s1
  1	6	3	4	1.5	4	3	-1	-1
Cc1csc(NC(=O)Cc2c[nH]c3ccccc23)n1
  7	0	-4	1	0.5	0	15	0	7
COc1ccc(/C=C/C(=O)NC(=S)Nc2ccc(C(=O)O)cc2)cc1
  1	2	3	1	1.6	5	-1	14	0
Cc1cc(=O)n2nc(N3CCC(C(=O)NCCc4ccc(Cl)cc4)CC3)sc2n1
  0	3	1	3	2.5	10	-2	0	3
COc1ccc(C2=CC(=O)CC(c3ccccc3)C2)cc1 (stereo not drawn)
  0	12	-3	6	3.2	12	1	-1	-4
Cc1ccc2[nH]c(O)c(N=O)c2c1
  0	-2	1	3	0.6	-1	11	-2	9
Cc1nc2c(cnn2-c2ccccc2)c(=O)[nH]1
  0	3	2	-3	-0.6	2	3	6	1
COc1ccc(C2SCCN2C(=S)Nc2cccc(Cl)c2)cc1 (stereo not drawn)
  1	-25	-5	-14	0.8	6	-1	1	-4

Next part:
Every second line gives: Fh CTSL1 inh	procasp3 activ	TPT1 inhibitor	proCasp7 act	PP5 primary	HCV core dimer	AHR activator	PP1 counter	PAFAH2 inh
CCOC(=O)C1CCN(C(=O)c2ccccc2NS(=O)(=O)c2ccccc2)CC1
  0	1	3	4	0.5	1	2	-2	6
O=C(CSc1nnc(COc2ccc(Cl)cc2)n1Cc1ccco1)c1ccccc1F
  -2	5	-1	1	2.7	0	2	7	-8
COCCNC(=S)Nc1ccc(S(=O)(=O)Nc2cnc3ccccc3n2)cc1
  2	-1	4	9	-1.5	1	2	-1	6
COCCN1C(=O)c2ccccc2C(C(=O)NCC2CCCO2)C1c1c[nH]c2ccccc12 (stereo not drawn)
  -3	8	-4	16	0.5	-7	-1	-1	1
CCN(CC(=O)NCc1ccc(Cl)cc1)C(=O)/C=C/c1ccc(Cl)c([N+](=O)[O-])c1
  2	-2	2	0	3.2	20	3	8	4
Cc1ccc(-c2nnc(OCc3cccnc3)c3ccccc23)cc1
  9	5	-3	12	4.7	5	21	0	4
C=CCNC(=O)c1ccc2c3n(nc2c1)-c1ccc(C)cc1CO3
  0	0	1	-1	-7.0	-7	-10	-4	-8
O=C(NCC1(O)CCCCC1)C1CCC(=O)N(Cc2ccccc2F)C1 (stereo not drawn)
  -2	0	3	0	3.1	2	0	0	12
Cc1cc(CNC(=S)Nc2ccc(Br)cc2Cl)nn1C
  7	4	1	1	-0.5	3	0	-5	6
O=c1[nH]nc(-c2ccc(OCc3ccc(Cl)cc3Cl)cc2)o1
  -1	7	-5	9	0.1	15	4	-3	6
COc1ccccc1S(=O)(=O)CC(O)COc1ccccc1Cl (stereo not drawn)
  -2	0	-1	12	-1.9	-1	8	1	-6
Cc1ccc(N(C)S(=O)(=O)c2c(C)[nH]c(C)c2C(=O)N2CCCC2)cc1
  -3	-2	-4	9	0.7	-2	0	-3	-3
Cc1ccc(C(C(=O)NC2CCCC2)N(C(=O)c2csnn2)c2cccc(F)c2)o1 (stereo not drawn)
  1	1	1	-9	0.5	9	-1	-1	-8
COc1cccc(-c2nnc(SCc3nc4ccccc4s3)n2C)c1
  0	-4	3	-11	-2.7	5	19	0	5
O=c1cc(-c2ccccc2)nc(/C=C/c2ccccc2)[nH]1
  5	5	-1	4	2.3	6	36	1	-4

More structures follow:
Every second line gives: Fh CTSL1 inh	procasp3 activ	TPT1 inhibitor	proCasp7 act	PP5 primary	HCV core dimer	AHR activator	PP1 counter	PAFAH2 inh
O=C(Nc1ccc(N2CCCCC2)c(S(=O)(=O)Nc2ccccc2Cl)c1)c1cccnc1
  x	0	x	-1	x	x	7	x	-17
Fc1cccc(-c2oncc2-c2nnnn2-c2ccc(Cl)cc2)c1
  1	7	1	12	1.1	3	-1	2	-6
COc1cccc(/C=C(/C(=O)OCC(=O)NCC2CCCO2)c2ccccc2)c1 (stereo not drawn)
  -1	5	-6	-1	2.9	-12	-3	4	6
CN(C)S(=O)(=O)c1ccc(C(=O)Nc2cc(=O)n(C)c(=O)n2C)cc1
  6	-11	4	-6	1.1	-4	6	0	-7
Cc1ccc(C(=O)NCC(=O)OCC(=O)c2ccc(Cl)s2)cc1
  -13	10	2	-4	-2.6	6	-1	-4	8
Cc1ccc(S(=O)(=O)N2C(=O)CCC2C(=O)NCc2ccco2)cc1 (stereo not drawn)
  0	8	1	9	-1.1	-2	0	-3	3
CN(CC(=O)N1CCN(C2CCCCC2)CC1)S(=O)(=O)c1cccc2nsnc12
  2	-1	1	-1	0.0	4	-3	-2	-4
N#Cc1ccccc1CN1C(=O)c2ccccc2S1(=O)=O
  0	-7	-1	12	-2.1	-2	-2	-7	-6
COc1ccccc1NC(=S)NC(NC(=O)C(C)C)C(Cl)(Cl)Cl (stereo not drawn)
  -8	0	3	15	2.2	2	-4	-3	-5
O=C1c2ccccc2C(=O)N1CCn1ccnc1
  -1	-3	-2	-7	1.4	3	4	6	-1
